Source: PubChem (National Center for Advancing Translational Sciences (NCATS))
D2 potentiator: positive allosteric modulators of human D2 dopamine receptor; P14416; HEK293 T-REx D2, calcium flux, EC20 dopamine potentiation; potentiation, % at 10 µM; 0.34% of 340,000 active; AID 485347;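 active means potentiation over 3 SD above the plate norm, cut at about 30% in these data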; further: 0% is about no effect
Target sequence (P14416 whole entry, looked up): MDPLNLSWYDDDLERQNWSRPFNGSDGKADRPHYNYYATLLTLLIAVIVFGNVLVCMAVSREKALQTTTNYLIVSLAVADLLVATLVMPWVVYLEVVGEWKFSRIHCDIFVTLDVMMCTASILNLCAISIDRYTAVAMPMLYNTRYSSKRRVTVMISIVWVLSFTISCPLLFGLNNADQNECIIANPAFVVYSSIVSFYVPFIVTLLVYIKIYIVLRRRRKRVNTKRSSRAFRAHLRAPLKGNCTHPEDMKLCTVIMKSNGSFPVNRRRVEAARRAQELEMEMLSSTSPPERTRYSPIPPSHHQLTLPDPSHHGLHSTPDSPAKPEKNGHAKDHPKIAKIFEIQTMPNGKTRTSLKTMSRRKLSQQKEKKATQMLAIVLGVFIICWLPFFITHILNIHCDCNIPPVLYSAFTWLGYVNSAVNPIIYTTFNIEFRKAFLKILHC
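Calcium flux readout, no-wash dye, 1 read/s. Inducible HEK293 Trex D2 line, overnight 30 C. Compound alone 180 s (agonist flags), then EC20 dopamine, another 180 s to score potentiation.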
LDHA block: LDHA (human) enzyme inhibition | P00338 | purified LDHA, NADH/diaphorase-resazurin fluorescence; hits give low values | activity change, % (values are at about 110 or 230 µM) | 0.15% of 480,000 active | AID 1347041; in the data active means activity change below about -30%; inconclusive means mostly about -25% to -30%;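 further: plate controls were DMSO wells for no effect and wells without enzyme for full effect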
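Human LDH5 at 2 nM final in Tris HCl pH 7.4 with 0.06 mM NADH and 0.2 mM pyruvate, reacted 5 minutes at room temperature. Remaining NADH coupled via diaphorase/resazurin; resorufin fluorescence read at 0 and 20 minutes, normalized to enzyme-free and DMSO wells.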
Vif-A3G inh: blocks the Vif interaction with human APOBEC3G. Q9HC16. HeLa A3G-eYFP + Vif (tagged APOBEC3G with the HIV-1 protein that degrades it), YFP fluorescence, overnight. Potency, µM (titrated, usually from 46.1 µM), for inactives: at the top dose activity, negative = active, hits mostly inhibitors. 0.076% of 410,000 active;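 further: potency means the concentration at half of the fitted maximal effect; on the % scale 0 is the no-effect control and ±100 the full control effect; nearly all actives have a fitted effect of over 60% in size; hits raise eYFP signal because A3G escapes Vif-driven loss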
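HeLa cells stably expressing Vif and C-terminally eYFP-tagged A3G, seeded overnight at 37 deg C, then exposed to compound by pintool overnight at 37 deg C. Rise in yellow fluorescence (Ex 488/Em 500-530, Acumen) marks blocked Vif-driven A3G degradation.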
RXFP1 agonist: agonists of human relaxin receptor RXFP1; Q9HBX9; HEK293T-RXFP1 cAMP TR-FRET, 30 min; response scale: percent of porcine relaxin response, buffer zero; AID 2676; 0.3% of 370,000 active; Potency, µM (top dose mostly 57.5 µM), for inactives: top-dose activation, most hits filed as activators; further: potency means the concentration at half of the fitted maximal effect; on the % scale 0 is the no-effect control and ±100 the full control effect; nearly all actives have a fitted effect of over 60% in size; many of its hits are not listed in these tables
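HEK293 cells stably expressing RXFP1, treated 30 min at 37C with compounds plus PDE4 inhibitor Ro 20174; cAMP measured by HTRF TR-FRET. Normalized to buffer and 29 nM porcine relaxin; EC50 by Hill fit.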
Glioma ERSR ind: inducers of ER stress response in human glioma cells; U87-MG GRP78 promoter luciferase reporter, 16 h; Potency, µM, without a hit: at the top dose activation, actives largely listed as activators; 0.02% of 420,000 active; further: potency means the concentration at half of the fitted maximal effect; series mostly up to about 76 µM; % of control where 0% means no effect; nearly all actives have a fitted effect of over 35% in size
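Stably transfected U87-MG human glioma cells carrying a GRP78-based luminescent sensor were seeded at 1000 cells/well, pin-dosed with compounds and incubated 16 h. Luciferase reagent was then added, and end-point luminescence was read after 10 min at room temperature.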
D1 potentiator: potentiators of human D1 dopamine receptor. HEK293 TREx D1 cells, calcium flux, dopamine EC20 potentiation. potentiation, % at 10 µM. 0.036% of 360,000 active; in the data active means potentiation above about 30%; further: 0% is about no effect
Target sequence (P21728 whole entry, looked up): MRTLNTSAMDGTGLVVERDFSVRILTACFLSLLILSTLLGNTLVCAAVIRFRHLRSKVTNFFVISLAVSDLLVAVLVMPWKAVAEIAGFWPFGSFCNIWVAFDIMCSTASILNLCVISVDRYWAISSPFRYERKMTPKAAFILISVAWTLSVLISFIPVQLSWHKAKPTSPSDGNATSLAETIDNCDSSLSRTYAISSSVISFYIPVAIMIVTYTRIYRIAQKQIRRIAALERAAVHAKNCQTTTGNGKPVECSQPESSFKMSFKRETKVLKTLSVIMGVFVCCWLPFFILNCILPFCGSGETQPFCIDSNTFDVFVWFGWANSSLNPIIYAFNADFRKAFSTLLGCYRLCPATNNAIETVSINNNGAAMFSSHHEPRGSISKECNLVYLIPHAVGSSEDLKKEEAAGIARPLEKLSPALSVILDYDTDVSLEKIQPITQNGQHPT
Vif-A3F inh: Vif-A3F binding inhibition. HeLa A3F-eYFP + Vif (tagged APOBEC3F with the HIV-1 protein that degrades it), YFP fluorescence increase. Potency, µM (doses to about 46.1 µM), inactives show at the highest dose activity, negative = active. 0.2% of 390,000 active. AID 602313; further: potency means the concentration at half of the fitted maximal effect; % of control where 0% means no effect; nearly all actives have a fitted effect of over 65% in size
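HeLa cells stably expressing Vif plus C-terminally eYFP-tagged A3F were seeded, incubated overnight at 37 deg C, dosed with compound, incubated overnight again at 37 deg C. Yellow fluorescence (Ex 488/Em 500-530) reported blocked Vif-mediated A3F-eYFP degradation.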
D1 antagonist: antagonists of human D1 dopamine receptor; P21728; HEK293 TREx D1 cells, calcium flux, dopamine EC80; hits give low values; activity change, negative = inhibition, % at 10 µM; 3.2% of 360,000 active; in the data active means activity change below about -30%; further: on the % scale 0 is the no-effect control and ±100 the full control effect
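Using tetracycline-induced force-coupled D1 Hek293 cells and a calcium dye, signals were followed for 180 s after compound, then for 180 s after EC80 dopamine, to detect inhibitors.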
D1 ag: human D1 receptor agonism; P21728; HEK293 T-REx D1 cells, calcium flux, agonist mode; activation, % at 2 µM; 1% of 360,000 active; AID 504660; in the data active means activation above about 30%; further: 0% is about no effect
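Agonism was scored from calcium flux recorded over 180 s (1 read/s) after pintool compound addition, following a 10-cycle baseline. Cells were inducible force-coupled HEK293 TREx D1, plated overnight at 30 C and loaded with no-wash calcium dye.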
* hit, by the source's call; ? = inconclusive; · = not tested or not shown; & = joins results of further samples. Unless noted, the call rests on the fitted dose curve; in most records, active means well fitted curve in the direction sought with a large enough effect; inconclusive means small, poorly fitted or top-dose-only effect, or another doubt; inactive means no such curve, though single readings can be large; an effect the other way counts as inactive or inconclusive.

SMILES,D2 potentiator,LDHA block,Vif-A3G inh,RXFP1 agonist,Glioma ERSR ind,D1 potentiator,Vif-A3F inh,D1 antagonist,D1 ag
COc1ccc(CCNC(=O)CSCc2c(F)cccc2Cl)cc1OC,6,-1,4%,-0.2%,-3%,-10,1%,-7,6
CCC1CN(C(=O)N2CCC(C(=O)NCc3ccc(C)o3)CC2)c2ccccc2O1 (configuration not stated),5&-1,-5&6,1%&-3%,-1.5%&2.3%,-3%&-2%,4&5,0%&0%,-1&-11,2&0
C=C(C)CNC(=S)N/N=C(\C)c1ccc(-n2ccnc2)cc1,1,0,-7%,-1.2%,-5%,-4,-2%,0,3
CCOC(=O)C(NC(=O)Nc1ccc(F)cc1)(OCC)C(F)(F)F (configuration not stated),-7,-7,-1%,-0.1%,-2%,2,-16%,10,2
CC1CCc2c(sc(NC(=O)c3ccc(Cl)cc3Cl)c2C#N)C1 (configuration not stated),-9,-5,-6%,8.9%,-1%,1,2%,1,3
CCSc1nnc(NC(=O)C2(C)Cc3ccccc3C(=O)O2)s1 (configuration not stated),-11,4,-3%,-0.8%,-3%,0,-12%,3,1
NC(=O)CSc1nc(-c2ccccc2Cl)ns1,·,-7,-7%,1.6%,6%,0,8%,-5,5
Cc1cc(NC(=O)c2cccc(S(=O)(=O)N3CCOCC3)c2)c2ccccc2n1,-2,-2,4%,2.7%,-3%,-8,3%,24,3
Cc1nc(-c2cccc(NC(=O)c3ccco3)c2)cs1,2,-1,-1%,1.4%,-5%,13,2%,8,0
O=c1nc2sc3ccccc3n2c(=O)n1-c1ccc(Cl)cc1,-7,-7,-1%,6.9%,2%,-2,-25%,-11,6
COc1ccc2c(c1)c1c(c(=O)n(-c3ccc(C)cc3)c(=O)n1CC(=O)NCC1CCCO1)n2C (configuration not stated),·,3,3%,·,-2%,·,2%,·,·
Cn1nc(OCCOc2ccccc2)ccc1=O,-6,0,2%,2.3%,-2%,-1,-3%,4,4

SMILES,D2 potentiator,LDHA block,Vif-A3G inh,RXFP1 agonist,Glioma ERSR ind,D1 potentiator,Vif-A3F inh,D1 antagonist,D1 ag
CCOC(=O)c1ccc(-c2ccc(/C=C(\C#N)C(=O)NCc3cccs3)o2)cc1,0,-9,1%,2.5%,2%,-2,-14%,-12,1
COc1ccc2cc(-c3nc(-c4ccc(N(C)C)cc4)no3)c(=O)oc2c1,2,0,-1%,-0.7%,-1%,-1,-5%,9,1
CC(=O)Nc1ccc(S(=O)(=O)N2CCN(Cc3cccs3)CC2)cc1,-7,-13,3%,3.6%,-4%,-5,-20%,-39*,9
C/C(=N\OC(=O)c1c(-c2ccccc2Cl)noc1C)c1nccs1,9,-9,2%,0.2%,-4%,-3,9%,-5,1
CC(C)C[C@@H](COc1ccccc1)N1CCN(Cc2ccccc2)CCC1=O,-4,-3,-3%&-3%,0.4%,-3%&-3%,-2,1%,-2,1
CCN(CC)C(=O)N1CCC(NC(=O)Cc2ccccc2)CC1,-1,-9,-1%,3.5%,-6%,0,2%,-20,2
O=C(CN1CCOCC1)N/N=C/c1c(O)ccc2ccccc12,-4,5,-5%,-0.8%,-7%,3,-2%,-7,1
COc1ccc(OCCOCCN2CCOCC2)cc1,-13,-19,1%,-0.3%,-2%,-4,-1%,-3,0
CCC(C)(C)NC(=O)C(c1ccc(F)cc1)N(Cc1ccco1)C(=O)CCC(=O)Nc1ccccn1 (configuration not stated),6,-2,0%,-0.9%,-5%,0,-14%,26,0
CSc1n[nH]c(NC2=CC(=O)CCC2)n1,2,-7,1%,0.2%,-1%,0,-15%,-5,2
COc1cc(/C=C2\SC(=S)N(NS(=O)(=O)c3ccc(C)cc3)C2=O)cc(OC)c1OC,-7,-5,-8%,-1.3%,-3%,0,12%,2,-2
Cc1ccccc1NC(=O)Cc1nc(COC(=O)CCC(=O)c2ccccc2)cs1,10,-1,-7%,0.7%,1%,-3,6%,-3,5

Sorted by length of the SMILES (rising): part of the list above.
SMILES,D2 potentiator,LDHA block,Vif-A3G inh,RXFP1 agonist,Glioma ERSR ind,D1 potentiator,Vif-A3F inh,D1 antagonist,D1 ag
COc1ccc(OCCOCCN2CCOCC2)cc1,-13,-19,1%,-0.3%,-2%,-4,-1%,-3,0
O=C(CN1CCOCC1)N/N=C/c1c(O)ccc2ccccc12,-4,5,-5%,-0.8%,-7%,3,-2%,-7,1
CC(C)C[C@@H](COc1ccccc1)N1CCN(Cc2ccccc2)CCC1=O,-4,-3,-3%&-3%,0.4%,-3%&-3%,-2,1%,-2,1
CCC(C)(C)NC(=O)C(c1ccc(F)cc1)N(Cc1ccco1)C(=O)CCC(=O)Nc1ccccn1 (configuration not stated),6,-2,0%,-0.9%,-5%,0,-14%,26,0

The results go on.
| compound | D2 potentiator | LDHA block | Vif-A3G inh | RXFP1 agonist | Glioma ERSR ind | D1 potentiator | Vif-A3F inh | D1 antagonist | D1 ag |
| --- | --- | --- | --- | --- | --- | --- | --- | --- | --- |
| O=C(Nc1ccc(Cl)cc1)Nc1cccc(C(=O)O)c1 | 11 | -16 | -3% | -1.4% | -12% | -2 | -4% | -1 | 4 |
| CCOC(=O)C1CCN(Cc2cn3c(-c4ccc(OC)cc4)nnc3s2)CC1 | -3 | 2 | 0% | 6.1% | -3% | 1 | 4% | -6 | 0 |
| Cc1noc(C)c1COc1ccc(C(=O)OC(C)C(=O)Nc2ccc(N3CCOCC3)cc2)cc1 (configuration not stated) | 1 | 2 | -5% | 1.6% | 4% | 3 | -5% | -7 | 3 |
| CC1CCCN(S(=O)(=O)c2ccc(C(=O)Nc3sc4c(c3C(N)=O)CCN(C)C4)cc2)C1 (configuration not stated) | -4 | -3 | ? | 3.5% | -14% | -4 | ? | -1 | 10 |
| O=C(CN1C(=O)CSCC1=O)Nc1ccc2c(c1)OCO2 | 10 | -2 | -1% | 1.1% | 5% | 6 | ? | -17 | 0 |
| c1ccc(C2=Nn3c(nnc3-c3cccs3)SC2)cc1 | -4 | -7 | 1% | 1.4% | 0% | 0 | -12% | -4 | 1 |
| O=S(=O)(c1ccc2c(c1)CCCN2)N1CCCCC1 | 5 | 0 | -3% | -0.6% | -5% | 7 | 0% | 4 | 1 |
| O=C(NCc1noc2ccccc12)Nc1ccc(F)cc1F | 9 | 6 | 1% | 2.5% | -1% | -2 | 5% | -16 | 1 |
| COc1ccccc1CNn1c(-c2cccc(C)c2)nc2ccccc2c1=O | · | -1 | -6% | 1.6% | 3% | 0 | -7% | -5 | 5 |
| O=C(Nc1ccccn1)C1CCN(C(=O)c2ccc(F)cc2)CC1 | -1 | -6 | -1% | 0.1% | 0% | -2 | -20% | -6 | 3 |
| O=C(O)c1cc(-c2ccccc2)c(N2CCOCC2)s1 | 15 | 0 | 0% | -0.1% | 0% | -4 | -4% | -3 | 4 |
| CC(Cc1ccsc1)NC(=O)CCc1nnc(COc2ccccc2)o1 (configuration not stated) | · | -2 | -4% | 0.5% | 5% | -4 | -8% | 8 | 2 |

| compound | D2 potentiator | LDHA block | Vif-A3G inh | RXFP1 agonist | Glioma ERSR ind | D1 potentiator | Vif-A3F inh | D1 antagonist | D1 ag |
| --- | --- | --- | --- | --- | --- | --- | --- | --- | --- |
| COc1cc(Cl)c(NS(=O)(=O)c2cc3[nH]c(=O)c(=O)[nH]c3cc2C)c(OC)c1 | -10&6 | 3&18 | 1%&-3% | 1.6%&4.1% | -5%&-3% | -9&0 | -5%&5% | 4&-3 | 3&0 |
| O=C(CNC(=O)N1CC(=O)Nc2ccccc21)Nc1cc(Cl)ccc1Cl | -9 | -2 | -9% | 0.7% | -4% | -7 | 6% | -18 | 4 |
| CCOC(=O)c1c[nH]c2c(C)ccc(Cl)c2c1=O | -6 | -1 | -4% | 8.3% | 0% | -7 | 7% | · | 0 |
| O=C(c1ccc2c(c1)OCO2)C1CCCN(Cc2cn[nH]c2-c2ccccc2)C1 (configuration not stated) | -21 | 3 | -4% | -0.7% | -5% | -2 | 4% | -3 | 3 |
| CC1(C)CN(c2ccc(C(=O)c3ccccc3)cc2)C1=O | 1 | -1 | 0% | 4.1% | -4% | 6 | 11% | -2 | -1 |
| Cc1ccccc1NC(=O)CN1C(=O)C2C3CC(C(Br)C3Br)C2C1=O (configuration not stated) | 0 | -3 | 6% | 1.4% | 4% | -4 | 1% | 0 | 3 |
| CCNC(=O)NC(=O)COC(=O)c1cccc(S(=O)(=O)N2CC3(C)CC2CC(C)(C)C3)c1 (configuration not stated) | 2 | 4 | -3% | 2.0% | -2% | -9 | 8% | 4 | -1 |
| NS(=O)(=O)c1ccc(-c2ccc(C=O)o2)cc1 | -10 | -3 | 0% | 0.6% | 0% | -5 | 7% | -24 | 6 |
| O=C(NCCCN1CCOCC1)C(=O)NCc1ccc(Cl)cc1 | -6 | -10 | -1% | -0.6% | 1% | 11 | 0% | 6 | 2 |
| CCCCCn1c(=S)[nH]c2cc(C(=O)N3CCN(C(=O)OCC)CC3)ccc2c1=O | -1 | -5 | 0% | 0.1% | -2% | · | -31% | -4 | 1 |

2 compounds from above, limited to D1 ag and RXFP1 agonist.
SMILES | D1 ag | RXFP1 agonist
O=C(NCCCN1CCOCC1)C(=O)NCc1ccc(Cl)cc1 | 2 | -0.6%
CCCCCn1c(=S)[nH]c2cc(C(=O)N3CCN(C(=O)OCC)CC3)ccc2c1=O | 1 | 0.1%

This is a subset; the hit share may differ from the screen's.
